Compound activity from PubChem BioAssay.
Casp6 inh = human caspase-6 inhibitors, primary screen, biochemical, VEID-R110 fluorescence, single point, set 2; AID 686996, 2013; inhibition, % at 12.5 µM; P55212; purified caspase-6, Z-VEID-R110 cleavage fluorescence; 0.53% of 350,000 active;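 active = mean inhibition across replicates at least about 35%, with every replicate also reaching that limit, limit read from the data; inconclusive = only one of the two criteria met; inactive = neither criterion met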;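 also: 0% = median of neutral control wells and 100% = no fluorescence left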
Target sequence (P55212 24-179 limits assumed): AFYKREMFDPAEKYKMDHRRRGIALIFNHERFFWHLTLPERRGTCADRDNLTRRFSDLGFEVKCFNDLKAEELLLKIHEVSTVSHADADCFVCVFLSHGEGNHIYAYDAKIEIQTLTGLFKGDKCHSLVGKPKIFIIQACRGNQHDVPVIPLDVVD
Target sequence (P55212 194-293 limits assumed): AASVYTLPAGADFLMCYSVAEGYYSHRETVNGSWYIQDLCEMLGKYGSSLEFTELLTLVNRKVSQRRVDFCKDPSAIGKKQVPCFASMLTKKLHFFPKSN
S100A4 inh HTS = inhibitors of S100A4-myosin IIA peptide binding, primary screen, biochemical, fluorescence polarization, TAMRA-MyoIIA peptide. inhibition, % at 10.7 µM. 0.14% of 360,000 active;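 active = mean inhibition of at least 70% across replicates, with every replicate also reaching that level; inconclusive = mean inhibition reaches 70% but some replicates fall short; inactive = mean inhibition below 70%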
Target sequence (P26447 whole entry, looked up): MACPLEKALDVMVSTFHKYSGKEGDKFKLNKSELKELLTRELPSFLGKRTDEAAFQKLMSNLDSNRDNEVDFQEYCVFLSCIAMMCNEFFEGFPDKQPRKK
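Material: S100A4 monomer protein | Medium: HEPES pH 7.2 with CaCl2, KCl, NaCl, DTT, Triton | Reagent: Labelled myosin peptide probe, 5 nM | Doses: One dose per compound | Times: 5 min incubation before reading | Benchmarks: Neutral control DMSO, positive control TFP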
Statin myotox sup = suppressors of statin myotoxicity in C2C12 myotubes, primary screen, cell-based, single point, plate reader; rescue of ATP level, % at 7.49 µM; C2C12 myotubes + simvastatin, ATP luminescence, 48 h; scaled: DMSO 0, geranylgeraniol control 100; 0.78% of 330,000 active;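 active = mean ATP rescue above about 67%, or every replicate alone reaching that limit, limit read from the data, passing the limit was not always enough; inconclusive = no clear call, values can overlap the other calls; inactive = mean under the limit and some replicate under it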;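 also: myotubes were challenged with 10 µM simvastatin during compound exposure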
esBAF inh = Bmi1 luciferase reporter increase in mESCs, primary screen, esBAF inhibitor project, mouse ES cells, Bmi1 luciferase knock-in, single point | reporter increase, % at 12.5 µM | AID 602393, 2012 | 24 h; 100% = twice the neutral-well signal | 2% of 350,000 active; in the data active = activation above about 40%; inconclusive = no clear call, values can overlap the other calls;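 also: 0% = median of the plate's neutral control wells and 100% = double that signal; a rise in the Bmi1 reporter signal indicates esBAF inhibition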
FN deposition inh = inhibitors of fibronectin matrix deposition, primary screen, AH1F cells, Alexa488-fibronectin fluorescence, plate reader; AH1F fibroblasts, overnight; inhibition, % at 12.6 µM; 0.086% of 350,000 active; AID 743247, 2014;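 active = mean inhibition across replicates of 30% or more, regardless of how many single replicates reach that level; inconclusive = mean under 30% yet at least half of replicates reach 30%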;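 also: positive control wells lacked labelled fibronectin entirely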
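Assay system: AH1F fibroblasts assembling fluorescent fibronectin matrix; Amount: 10000 AH1F cells per well; Buffer or medium: DMEM, 2% serum; Probe or stimulus: Alexa488-fibronectin, 24 nM final in well; Doses: single compound dose, delivered by pin transfer; Incubation: 1 h adhesion, overnight exposure; Measured by: fluorescence 485/525 nm; Read-out: fibronectin deposition inhibition.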
SIRT5 block = SIRT5 desuccinylase inhibitors, primary screen, biochemical, fluorescence imaging, single point, set 5 | NAD-dependent protein deacylase sirtuin-5, mitochondrial (Homo sapiens), Q9NXA8 | inhibition, % at 15 µM | 1.1% of 330,000 active | AID 652115, 2013 | Purified SirT5, succinyl-peptide AMC, trypsin-coupled fluorescence; in the data active = inhibition above about 15%; inconclusive = no clear call, values can overlap the other calls
Target sequence (Q9NXA8 whole entry, looked up): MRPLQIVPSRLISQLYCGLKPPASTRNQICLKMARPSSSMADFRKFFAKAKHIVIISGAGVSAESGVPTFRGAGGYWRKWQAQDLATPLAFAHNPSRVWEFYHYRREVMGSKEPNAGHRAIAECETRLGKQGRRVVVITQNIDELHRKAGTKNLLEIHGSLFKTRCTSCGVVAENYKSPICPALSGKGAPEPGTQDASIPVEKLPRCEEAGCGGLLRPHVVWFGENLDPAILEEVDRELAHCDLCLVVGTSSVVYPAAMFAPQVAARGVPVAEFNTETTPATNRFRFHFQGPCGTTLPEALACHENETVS
LGR2 inh = inhibitors of bursicon-induced LGR2 CRE-luciferase signal, primary screen, cell-based, HEK293, CRE-luciferase reporter, bursicon stimulation. bursicon-stimulated, 4 h. inhibition, % at 9.99 µM. 0.35% of 380,000 active. AID 720647, 2013;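 active = drop in luminescence signal, shown as inhibition above about 50% in the replicate tests, limit read from the data, passing the limit was not always enough; inconclusive = probably only some replicates passing the limit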;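 also: agonist challenge used bursicon conditioned medium at about half maximal strength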
The depositor's hits bear a star; ? = inconclusive; . = not tested or not shown. Some of the compounds tested; rates above refer to the full screens.

The first 3 compounds, ahead of the listing:
SMILES | Casp6 inh | S100A4 inh HTS | Statin myotox sup | esBAF inh | FN deposition inh | SIRT5 block | LGR2 inh
COCCNC(=O)C[C@H]1CC[C@H]2[C@@H](COc3ccc(NC(C)=O)cc3C(=O)N2C)O1 | 0 | -5 | . | . | -5 | -1 | 7
C=CCn1c(O)c(CN2CCCCC2)c(C)c(C#N)c1=O | 9 | -32 | . | . | 10 | -4 | 3
C[C@@H]1CN([C@H](C)CO)C(=O)c2cc(NC(=O)Nc3ccccc3)ccc2O[C@@H](C)CCCCO[C@@H]1CN(C)Cc1ccc2c(c1)OCO2 | 0 | 22 | . | -19 | 4 | 7 | 7

This part in full, previewed entries included:
SMILES | Casp6 inh | S100A4 inh HTS | Statin myotox sup | esBAF inh | FN deposition inh | SIRT5 block | LGR2 inh
COCCNC(=O)C[C@H]1CC[C@H]2[C@@H](COc3ccc(NC(C)=O)cc3C(=O)N2C)O1 | 0 | -5 | . | . | -5 | -1 | 7
C=CCn1c(O)c(CN2CCCCC2)c(C)c(C#N)c1=O | 9 | -32 | . | . | 10 | -4 | 3
C[C@@H]1CN([C@H](C)CO)C(=O)c2cc(NC(=O)Nc3ccccc3)ccc2O[C@@H](C)CCCCO[C@@H]1CN(C)Cc1ccc2c(c1)OCO2 | 0 | 22 | . | -19 | 4 | 7 | 7
CCS(=O)(=O)N1CCN(c2ccc(C(=O)N3CCOCC3)cc2[N+](=O)[O-])CC1 | 2 | -4 | -4 | 0 | 0 | -4 | -7
CCOC(=O)Cc1csc(NC(=O)c2c(O)c3c(n(CC(C)C)c2=O)CCCC3)n1 | -2 | -8 | . | . | 4 | 2 | -1
NC(=O)NC(=O)CN1C(=O)NC(c2ccccc2)(c2ccccc2)C1=O | -1 | -3 | 56 | -7 | -3 | -3 | -5
CCN(CC(=O)Nc1ccc(NC(C)=O)cc1)C(=O)/C=C/c1cccs1 | 2 | -3 | 1 | -5 | 5 | 5 | -10
COc1cc(C(=O)NC(=S)Nc2ccccc2N2CCCC2)cc(OC)c1OC | -11 | 5 | 1 | -2 | 0 | 3 | -1
COc1cc(OC)c(C(=O)OCC(=O)N2CCOCC2)cc1OC | -1 | -7 | 4 | -6 | -3 | -3 | 0
COc1cc2c(cc1OC)-c1nnnn1C(C)(C)C2 | . | . | -10 | -8 | 8 | . | .
C[C@@H]1CN([C@H](C)CO)C(=O)c2cc(NC(=O)Cc3cn(C)c4ccccc34)ccc2O[C@@H]1CN(C)Cc1ccc(Cl)c(Cl)c1 | 1 | -5 | 48 | 2 | . | -3 | -18
CC(C)C1Cc2[nH]c(=S)[nH]c(=O)c2C(c2ccc(F)cc2)O1 (stereo not given) | 2 | -6 | -3 | 1 | 5 | -3 | -2
NC(=O)C1CCN(C(=O)CC2(CC(=O)O)CCCC2)CC1 | 1 | -3 | 41 | 5 | 1 | 0 | 10
Cc1noc(C)c1NC(=O)Nc1ccc2c(c1)C(=O)N([C@@H](C)CO)C[C@H](C)[C@@H](CN(C)Cc1ccc(C(=O)O)cc1)OCCCC[C@H](C)O2 | . | . | -8 | 3 | . | . | 6
CNC(=O)CN1C(=O)CSc2ncccc21 | -3 | -3 | -6 | -2 | 5 | . | 2
O=C(O)c1ccc(N2C(=O)/C(=C\c3ccccc3)N=C2c2ccccc2)cc1 | 0 | -6 | . | 1 | -15 | 0 | 6
CCCNC(=O)N1C[C@H](C)[C@H](OC)CN(C)C(=O)c2cc(NC(=O)C3CCC3)ccc2OC[C@H]1C | . | . | -3 | -4 | -1 | . | -2
COc1ccc(/C=C2\CCCC3C2=NN(C(=O)CSc2n[nH]c(N)n2)C3c2ccc(OC)cc2)cc1 (stereo not given) | -5 | -4 | . | . | 10 | 2 | 19
CCCNC(=O)COc1ccc(S(=O)(=O)Nc2ccc(C)cc2)cc1 | 5 | 0 | 11 | 2 | . | 1 | -8
CC(=O)Nc1ccc(S(=O)(=O)N(C)CC(=O)NNc2c(F)c(F)cc(F)c2F)cc1 | 2 | -1 | 11 | -3 | 3 | 4 | -8
O=C(C1CCN(S(=O)(=O)c2ccccc2)CC1)N1CCN(c2ccccc2)CC1 | 2 | 27 | . | . | 3 | 0 | 9
CCOc1ccc(Nc2nc(N3CCCCC3)nc(N3CCCCC3)n2)cc1 | . | . | -70 | -2 | -10 | . | .
O=C(Nc1cccc(Cl)c1)Nc1ccon1 | 5 | ? | . | . | -1 | -4 | -17
CC(C)C[C@H]1CNC(=S)N1C[C@H]1CCCN1C[C@H](CC(C)C)N1C[C@H](Cc2ccccc2)N(CCc2ccccc2)C1=S | -1 | -1 | -10 | -6 | 8 | . | 4
O=C(Nc1ccc(Cl)cc1N1CCOCC1)C1CCCCC1 | 1 | -2 | 4 | 2 | -3 | -6 | -4
O=C(Cc1ccccc1)NNC(=O)Nc1cccc(Cl)c1 | . | . | 4 | -6 | -36 | . | .
CC(C)C(=O)Nc1cc2c3c(c1)CCC(=O)N3CCC2 | -1 | -4 | -1 | -4 | 7 | -5 | -5
C/C=C/c1ccc([C@H]2[C@@H](CNC(=O)C3CC3)N(C(=O)CC)[C@H]2CO)cc1 | 3 | 14 | -3 | -1 | 7 | -1 | 8
OCCN1CCN(c2cnc(-c3ccsc3)cn2)CC1 | -1 | -1 | 10 | 10 | -5 | . | 9
O=C(Nc1ccc(Cl)cc1)N1C[C@H]2[C@@H](c3ccccc31)[C@H](CO)N2C(=O)c1ccccn1 | -3 | -14 | 0 | 16 | . | -1 | -12
CC(C)NC(=O)C1(C)CN(S(C)(=O)=O)CC(=O)N1Cc1cccc(C(F)(F)F)c1 (stereo not given) | 0 | -4 | . | . | -4 | -5 | 4
CO[C@H]1CN(C)C(=O)c2ccc(NC(=O)Nc3ccc(C(F)(F)F)cc3)cc2OC[C@@H](C)NC[C@H]1C | -1 | -11 | -28 | 3 | -4 | 14 | 11
O=C(NNc1c(F)c(F)cc(F)c1F)c1cc2ccccc2oc1=O | 8 | -1 | . | . | -1 | 4 | -62
O=C(C1CC1)N1CC2(C1)[C@H](c1ccccc1)[C@H](CO)N2Cc1cncnc1 | 2 | -6 | . | . | . | -4 | 9
Cc1cc(NS(=O)(=O)Cc2ccccc2)no1 | . | . | 0 | -6 | -7 | . | .
COc1ccccc1C#Cc1ccc2c(c1)O[C@@H](CN(C)Cc1cncnc1)[C@H](C)CN([C@H](C)CO)S2(=O)=O | -1 | -45 | -57 | 11 | . | -7 | 18
C[C@@H]1CCCCO[C@H](CN(C)CC2CC2)[C@H](C)CN([C@H](C)CO)C(=O)c2cc(NC(=O)c3ccccc3)ccc2O1 | -18 | 1 | . | 4 | 9 | -1 | 19
Cc1cc(C(=O)Nc2cccc3c2O[C@@H](CN(C)C(=O)Nc2ccc(C(F)(F)F)cc2)[C@@H](C)CN([C@@H](C)CO)C3=O)n(C)n1 | -1 | 4 | -39 | 2 | . | 5 | 4
C[C@H](CO)N1C[C@H](C)[C@@H](CN(C)Cc2ccncc2)OCCCC[C@H](C)Oc2ccc(NC(=O)Nc3cccc4ccccc34)cc2C1=O | 0 | 0 | . | 0 | . | 4 | 7
Cc1cc(C(=O)OCC(=O)NC2(C#N)CCCCC2)c(C)o1 | 1 | -2 | -3 | -4 | -6 | -7 | 12
CCCCC(CC)CNC(=O)CN1C(=O)NC2(CCc3ccccc32)C1=O (stereo not given) | 1 | -1 | 8 | -1 | -4 | 0 | 3
C[C@@H]1CN([C@@H](C)CO)C(=O)CCCn2nncc2CO[C@H]1CN(C)Cc1ccc(C(=O)Nc2ccccc2N)cc1 | 0 | 3 | 21 | -20 | 4 | -1 | -7
Cc1cc2nc(N3CCN(C(=O)c4cccs4)CC3)sc2cc1C | 6 | -3 | -17 | 62* | -1 | -3 | 18
COc1ccc(C(=O)NCC(=O)OCC(=O)c2ccc3c(c2)NC(=O)CO3)cc1OC | . | 0 | . | . | 3 | -4 | 19
CCS(=O)(=O)Nc1ccc2c(c1)C(=O)N(C)C[C@@H](OC)[C@@H](C)CN(Cc1ccccn1)[C@H](C)CO2 | 2 | 8 | 6 | -4 | 0 | -9 | -9
COc1ccc(-n2c(SCC(=O)Nc3ccc(Br)cc3)nc(O)cc2=O)cc1 | -1 | -10 | 3 | 7 | -12 | 0 | -3
Cc1cccc(NC(=O)Nc2ccc(OCc3ccccc3)cc2)n1 | -1 | -8 | -7 | 4 | -4 | -7 | -5
O=c1oc(-c2cccs2)nc2sc3c(c12)CCCC3 | . | . | -39 | 26 | 3 | . | -9
C[C@H](CO)N1C[C@H](C)[C@@H](CN(C)S(=O)(=O)c2ccc(Cl)cc2)OCCCC[C@H](C)Oc2ccc(NC(=O)Nc3ccc4c(c3)OCO4)cc2C1=O | -2 | -1 | . | -1 | -4 | 1 | -8
COc1ccc(C(=O)NC(=S)Nc2ccccc2[N+](=O)[O-])cc1OC | 3 | -1 | . | . | 7 | -4 | -48
O=C(NCCc1cccc(F)c1)C1CC(O)CN1C(=O)Nc1ccccc1 (stereo not given) | 3 | 3 | 6 | -6 | -1 | -5 | 18
C[C@@H]1CN([C@H](C)CO)C(=O)c2cccc(NC(=O)Nc3ccc4c(c3)OCO4)c2O[C@@H]1CN(C)C(=O)Nc1ccc(F)cc1 | . | . | -7 | -6 | . | . | -9
Cc1ccc(CN2CCN(C/C=C/c3ccc(F)cc3)CC2CCO)o1 (stereo not given) | -2 | -5 | 9 | -9 | 4 | -8 | 3
CCCOC(=O)Cn1cnc2scc(-c3ccc(C)cc3)c2c1=O | 6 | -2 | 4 | -4 | -6 | -5 | 5
Cc1noc(C)c1COc1cccc(C(=O)N(C)Cc2nc3ccccc3c(=O)[nH]2)c1 | 3 | -4 | -5 | 19 | -2 | -1 | 1
Cc1cc(C)c(OCCN2C(=O)NC(C)(C)C2=O)c(Cl)c1 | . | . | 5 | 2 | -1 | . | .
COc1ccc(CCN(C)C(=O)/C=C/c2c(Cl)nc3ccccn23)cc1OC | 0 | 2 | . | . | 6 | -1 | 22
CCOc1ccc(S(=O)(=O)NCCC(=O)NCC(c2ccc(OC)cc2)N2CCCC2)cc1 (stereo not given) | -5 | -2 | -1 | 2 | 2 | -3 | 3
COc1ccc(OC)c(CN2CCN(C(=O)c3cccc(S(=O)(=O)N(C)c4ccccc4)c3)CC2)c1 | 1 | -3 | -4 | 3 | 9 | -3 | 15
CCS(=O)(=O)Nc1ccc2c(c1)C(=O)N(C)C[C@@H](OC)[C@@H](C)CN(C(=O)NC(C)C)[C@@H](C)CO2 | . | 7 | -7 | -2 | 1 | 7 | -11
(list continues)
SMILES | Casp6 inh | S100A4 inh HTS | Statin myotox sup | esBAF inh | FN deposition inh | SIRT5 block | LGR2 inh
Cc1ccc(NC(=O)CN(C)C(=O)c2cc(-c3ccccc3)nn2-c2ccccc2)cc1 | 0 | -4 | 1 | -1 | -1 | 6 | -4
C/C(CCc1ccc2c(c1)OCO2)=N\N=C1\NC(=O)CC(C(=O)Nc2ccc(C(=O)O)cc2)S1 (stereo not given) | -1 | -5 | -3 | -6 | -10 | -4 | -5
Cc1ccccc1OCc1nnc(SCC(=O)Nc2c(C)n(C)n(-c3ccccc3)c2=O)n1-c1ccccc1 | 1 | -18 | . | . | . | -1 | 7
CO[C@@H]1CN(C)C(=O)c2ccc(NC(=O)Nc3ccccc3)cc2OC[C@@H](C)N(C(C)=O)C[C@H]1C | 1 | 3 | . | . | 1 | 22* | 2
